# High-throughput results as filed in PubChem BioAssay.
# EWS-Fli inh – blocks EWS/Fli oncoprotein-driven transcription; 350,000 tested, 0.67% active; AID 651661; inhibition, % at 12.6 µM; A673 NR0B1-luciferase reporter, viability-normalised;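 active = mean inhibition of at least 50% after viability correction, with every replicate also passing that limit; inconclusive = mean reaches 50% but only one of two replicates passes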;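 also: firefly luciferase signal divided by Alamar Blue viability fluorescence both relative to DMSO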
# ERAP1 inh – ERAP1 (human) enzyme inhibition. 340,000 tested, 0.15% active. recombinant ERAP1, Leu-AMC fluorescence, 60 min. Q9NZ08. AID 652197. inhibition, % at 10.7 µM;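 active = mean replicate inhibition of at least 30%, or all replicates individually reaching that 30% level; inactive = mean below 30% and not every replicate reaching it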;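 also: 0% = neutral control wells and 100% = L-leucinethiol positive control wells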
# Target sequence (Q9NZ08 whole entry, looked up): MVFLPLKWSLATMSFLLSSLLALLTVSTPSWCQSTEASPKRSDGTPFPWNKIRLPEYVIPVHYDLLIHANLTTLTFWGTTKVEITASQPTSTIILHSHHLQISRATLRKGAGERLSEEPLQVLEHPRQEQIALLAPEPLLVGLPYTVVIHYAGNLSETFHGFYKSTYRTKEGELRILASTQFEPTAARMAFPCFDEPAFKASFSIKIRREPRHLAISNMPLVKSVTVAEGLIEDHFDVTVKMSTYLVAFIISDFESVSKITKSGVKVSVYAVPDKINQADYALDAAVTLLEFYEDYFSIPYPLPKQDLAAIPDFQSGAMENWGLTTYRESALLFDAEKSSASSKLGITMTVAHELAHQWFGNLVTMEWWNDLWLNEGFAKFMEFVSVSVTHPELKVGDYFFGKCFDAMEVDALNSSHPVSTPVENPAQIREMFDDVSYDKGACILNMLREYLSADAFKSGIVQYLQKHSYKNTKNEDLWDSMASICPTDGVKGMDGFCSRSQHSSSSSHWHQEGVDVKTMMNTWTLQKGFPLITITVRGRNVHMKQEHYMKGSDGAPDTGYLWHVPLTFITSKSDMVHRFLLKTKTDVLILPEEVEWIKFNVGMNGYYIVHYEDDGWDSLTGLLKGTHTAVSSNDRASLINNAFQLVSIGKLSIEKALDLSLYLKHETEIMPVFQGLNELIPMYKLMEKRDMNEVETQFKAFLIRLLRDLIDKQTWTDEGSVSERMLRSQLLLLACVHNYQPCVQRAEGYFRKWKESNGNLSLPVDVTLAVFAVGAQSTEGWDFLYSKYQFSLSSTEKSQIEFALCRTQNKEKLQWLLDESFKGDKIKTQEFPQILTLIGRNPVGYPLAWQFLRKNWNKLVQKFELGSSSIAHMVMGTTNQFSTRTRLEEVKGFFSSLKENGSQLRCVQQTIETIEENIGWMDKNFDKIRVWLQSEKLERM
# PglD inh – inhibitors of Campylobacter jejuni PglD acetyltransferase. AID 602405. 360,000 tested, 0.098% active. inhibition, % at 12.5 µM. purified PglD enzyme, DTNB colorimetric CoA detection; in the data active = inhibition above about 16%, passing the limit was not always enough; inconclusive = no clear call, values can overlap the other calls; also: strong numbers were not always called active
# S100A4 MyoIIA – S100A4-myosin IIA interaction inhibition. P26447. S100A4/TAMRA-MyoIIA peptide fluorescence polarization. inhibition, % at 10.7 µM. 360,000 tested, 0.14% active. AID 652163;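 active = mean inhibition of at least 70% across replicates, with every replicate also reaching that level; inconclusive = mean inhibition reaches 70% but some replicates fall short; inactive = mean inhibition below 70%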
#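 assay system = human S100A4 monomer with TAMRA-labelled myosin IIA peptide | also added = labelled myosin peptide probe, 5 nM | incubation = 5 min between mix addition and reading | control set = DMSO and TFP controls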
# PGC1a acetyl inh – PGC1a acetylation modulation, inhibitor mode; U2OS PGC1a acetylation, AlphaScreen anti-acetyl-lysine; with virally co-expressed GCN5 acetyltransferase; inhibition, % at 15.6 µM; 350,000 tested, 0.17% active;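 active = every replicate shows inhibition of at least 40%; inconclusive = mean inhibition at least 40% but some replicate below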;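 also: 0% = neutral control wells and 100% = positive control wells; some results beyond the cut were filed as inactive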
# LGR2 antag – inhibitors of bursicon-induced Drosophila LGR2 receptor cAMP signaling; HEK293 LGR2, CRE-luciferase, bursicon-stimulated, 4 h; inhibition, % at 9.99 µM; 380,000 tested, 0.35% active; AID 720647;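 active = drop in luminescence signal, shown as inhibition above about 50% in the replicate tests, limit read from the data, passing the limit was not always enough; inconclusive = probably only some replicates passing the limit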;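 also: agonist challenge used bursicon conditioned medium at about half maximal strength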
# FN deposit inh – fibronectin deposition inhibition. 350,000 tested, 0.086% active. AH1F fibroblasts, Alexa488-fibronectin deposition fluorescence, overnight. inhibition, % at 12.6 µM;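 active = mean inhibition across replicates of 30% or more, regardless of how many single replicates reach that level; inconclusive = mean under 30% yet at least half of replicates reach 30%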;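 also: positive control wells lacked labelled fibronectin entirely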
#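 Test system: AH1F fibroblast monolayer depositing Alexa488-labelled fibronectin into matrix. Input: 10000 cells per well. Technique: fluorescence, ex 485 nm, em 525 nm. Buffer or medium: DMEM plus 2% serum, read in PBS. Timing: 1 h cell adhesion before compound, then overnight fibronectin incubation. Compound: single dose, pinned. Read-out basis: inhibition from reduced deposited-fibronectin fluorescence.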
# PAX8 inh HTS – inhibitors of PAX8 transcriptional activity in RMG-I cells | 360,000 tested, 1.2% active | RMG-I TPO-luciferase reporter, SteadyGlo, 24 h | inhibition, % at 12.6 µM | AID 652154;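 active = mean replicate inhibition at least 60% with every replicate also reaching 60%; inconclusive = only one of the two criteria is met; inactive = mean below 60% and not all replicates reaching 60%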;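 also: luciferase light reporting Pax8 driven TPO promoter activity; plate controls were median of neutral control wells for no effect and mitoxantrone controls for full effect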
# Numbers without * were called inactive; ? = inconclusive; . = not tested or not shown.
1	COc1ccc(OC)c(Nc2nc(NCc3ccco3)c3ccccc3n2)c1
2	Cc1ccc(Cn2nnc3c(=O)[nH]c(C4CCN(C(=O)Cc5cccs5)CC4)nc32)cc1
3	COc1ccc(NC(=O)C/C(C)=N/NC(=O)c2cccs2)c([N+](=O)[O-])c1
4	CCCNC(=O)N1C[C@H]2[C@@H](c3ccccc31)[C@@H](CO)N2Cc1ccc(F)cc1
5	O=C1NC[C@H](Cc2ccccc2)N(C[C@@H]2CCCN2C[C@H](Cc2ccc(O)cc2)N2C[C@H](Cc3ccc(O)cc3)N(CCc3ccccc3)C(=O)C2=O)C1=O
6	O=Cc1nccc2ccccc12

entry no.	1	2	3	4	5	6
PglD inh	-1	3	3	1	.	13
EWS-Fli inh	26	-5	-22	0	-8	19
PGC1a acetyl inh	.	4	.	-3	.	13
ERAP1 inh	6	1	3	-2	-4	0
PAX8 inh HTS	24	.	-52	-2	-3	22
FN deposit inh	-1	.	-6	.	.	-2
S100A4 MyoIIA	-15	2	2	-5	-6	19
LGR2 antag	?	-9	-2	10	-23	1

7	Cc1ccccc1NS(=O)(=O)c1cccc2nsnc12
8	COc1ccc2oc(C(=O)NC3CCCCC3)c(C)c2c1
9	CN1C(=O)c2cc(NC(=O)c3cccc(C(F)(F)F)c3)ccc2OC[C@@H]2O[C@@H](CC(=O)O)CC[C@@H]21
10	CCOc1ccc2[nH]cc(C(=O)NCc3ccc(F)cc3)c(=O)c2c1
11	CSCCC1NC(=O)N(CC(=O)Nc2c(C(C)C)cccc2C(C)C)C1=O (stereo unspecified)
12	C=CCn1c(=S)[nH]c2nc3c(cc2c1=O)CCCC3

entry no.	7	8	9	10	11	12
PglD inh	-4	-7	5	1	1	-2
EWS-Fli inh	2	-50	2	0	0	-17
PGC1a acetyl inh	1	-2	.	.	0	6
ERAP1 inh	0	0	-1	1	23	3
PAX8 inh HTS	-14	-161	-17	13	-20	.
FN deposit inh	-1	1	0	-2	3	.
S100A4 MyoIIA	-5	0	-3	-9	-1	-1
LGR2 antag	-13	-61	34	8	8	-65

13	Cc1ccc2c(c1)N(CC(=O)NC(C)CCc1ccccc1)C(=O)c1cccnc1O2 (stereo unspecified)
14	CCN(C(=O)Cn1cc(C(F)(F)F)ccc1=O)C1CCS(=O)(=O)C1 (stereo unspecified)
15	COC(=O)[C@]1(CC(C)C)N[C@H](c2ccc(SC3CCCCC3)c(OC)c2)[C@@H]2C(=O)N(C)C(=O)[C@@H]21
16	CNC(=S)Nc1cc(C(=O)N2CCCC2)ccc1N1CCCC1
17	O=C(COc1ncnc2ccccc12)NCCc1ccc(F)cc1
18	NNC(=O)c1[nH]c(-c2ccccc2)cc1-c1ccccc1

entry no.	13	14	15	16	17	18
PglD inh	-1	8	3	.	.	-3
EWS-Fli inh	5	7	-4	0	-2	10
PGC1a acetyl inh	.	1	0	-2	39	3
ERAP1 inh	-2	-2	0	-1	-2	1
PAX8 inh HTS	-2	5	11	-3	4	10
FN deposit inh	7	.	7	-1	4	0
S100A4 MyoIIA	12	27	-9	2	3	6
LGR2 antag	10	12	8	-22	-8	-4

19	COc1ccc(CC(=O)OC(C)CN2CCOCC2)cc1 (stereo unspecified)
20	C=CCN1c2ccccc2C(=O)C(C)S1(=O)=O (stereo unspecified)
21	CC(Sc1nnc(C2CC2)n1C1CC1)C(=O)NCc1cccs1 (stereo unspecified)
22	COc1cc(C(C)=O)ccc1OCC(=O)N(CCC1=CCCCC1)c1c(N)n(Cc2ccccc2)c(=O)[nH]c1=O
23	C[C@H](CO)N1C[C@H](C)[C@@H](CN(C)Cc2ccc(C(=O)O)cc2)Oc2c(NS(C)(=O)=O)cccc2C1=O
24	Cc1ccc(S(=O)(=O)N2CCCC2C(=O)n2nc(C)cc2C)cc1 (stereo unspecified)

entry no.	19	20	21	22	23	24
PglD inh	.	1	-4	0	1	-5
EWS-Fli inh	-3	-3	-4	13	-2	-2
PGC1a acetyl inh	.	.	-2	.	1	-9
ERAP1 inh	-4	-8	3	-4	0	-1
PAX8 inh HTS	1	8	-10	-5	.	40
FN deposit inh	23	-7	4	4	.	3
S100A4 MyoIIA	-1	1	10	-2	-8	-3
LGR2 antag	6	0	15	5	.	21

25	CCC(C)c1ccc(NC(=O)c2ccco2)cc1 (stereo unspecified)
26	O=C(COC(=O)c1ccc2ccccc2n1)c1ccc(F)cc1
27	Cc1cc(Br)c(NC(=O)COC(=O)C2CC2C)c(Br)c1 (stereo unspecified)
28	CCC(SC1=NCCS1)C(=O)Nc1ccc(S(N)(=O)=O)cc1 (stereo unspecified)
29	Nc1cccc(Oc2ccc3c(c2)C(=O)NC3=O)c1
30	CC(C)NC(=O)Nc1ccc2c(c1)C(=O)N([C@H](C)CO)C[C@H](C)[C@@H](CN(C)C(=O)Nc1ccc(F)cc1)O2

entry no.	25	26	27	28	29	30
PglD inh	3	.	-3	-4	-2	-1
EWS-Fli inh	58*	9	.	1	7	-7
PGC1a acetyl inh	-1	.	1	2	6	12
ERAP1 inh	1	3	.	1	1	2
PAX8 inh HTS	4	15	27	30	5	-7
FN deposit inh	-5	.	2	-5	-2	1
S100A4 MyoIIA	-4	-2	.	18	1	21
LGR2 antag	52*	13	5	.	-2	-9

# Gathered by group, the compounds so far containing a COOH group
9	CN1C(=O)c2cc(NC(=O)c3cccc(C(F)(F)F)c3)ccc2OC[C@@H]2O[C@@H](CC(=O)O)CC[C@@H]21
23	C[C@H](CO)N1C[C@H](C)[C@@H](CN(C)Cc2ccc(C(=O)O)cc2)Oc2c(NS(C)(=O)=O)cccc2C1=O

entry no.	9	23
PglD inh	5	1
EWS-Fli inh	2	-2
PGC1a acetyl inh	.	1
ERAP1 inh	-1	0
PAX8 inh HTS	-17	.
FN deposit inh	0	.
S100A4 MyoIIA	-3	-8
LGR2 antag	34	.

# (next part)
31	Cc1ccc(-n2c(C(C)n3nc(C)c([N+](=O)[O-])c3C)n[nH]c2=S)cc1 (stereo unspecified)
32	O=C(C[C@@H]1CC[C@@H](NC(=O)Nc2ccccc2F)[C@H](CO)O1)NCc1ccc(-c2ccccc2)cc1
33	CC(=O)N[C@H]1CC[C@H](CCNC(=O)Nc2ccc(C(F)(F)F)cc2)O[C@@H]1CO
34	Cc1ccc(N(CC(=O)NCC2CCCO2)S(C)(=O)=O)cc1Cl (stereo unspecified)
35	C=C1CCN(C(C)C(=O)O)S(=O)(=O)c2ccccc21 (stereo unspecified)
36	CCc1noc(C)c1C(=O)OCC(=O)NC(C)c1ccccc1 (stereo unspecified)

entry no.	31	32	33	34	35	36
PglD inh	6	.	4	-4	5	0
EWS-Fli inh	.	-14	-7	.	-5	-4
PGC1a acetyl inh	2	8	6	-1	0	.
ERAP1 inh	.	-1	0	.	2	-4
PAX8 inh HTS	-7	12	10	.	-9	-7
FN deposit inh	3	.	-4	6	9	-6
S100A4 MyoIIA	.	-5	-1	.	3	-3
LGR2 antag	.	5	7	-1	13	11

# Some of these compounds in order of their number in PGC1a acetyl inh, descending.
No.	Structure	PGC1a acetyl inh
33	CC(=O)N[C@H]1CC[C@H](CCNC(=O)Nc2ccc(C(F)(F)F)cc2)O[C@@H]1CO	6
31	Cc1ccc(-n2c(C(C)n3nc(C)c([N+](=O)[O-])c3C)n[nH]c2=S)cc1 (stereo unspecified)	2
35	C=C1CCN(C(C)C(=O)O)S(=O)(=O)c2ccccc21 (stereo unspecified)	0
34	Cc1ccc(N(CC(=O)NCC2CCCO2)S(C)(=O)=O)cc1Cl (stereo unspecified)	-1

# 2 entries from above, reformatted.
# Sequence of screens – PglD inh | EWS-Fli inh | PGC1a acetyl inh | ERAP1 inh | PAX8 inh HTS | FN deposit inh | S100A4 MyoIIA | LGR2 antag
34	Cc1ccc(N(CC(=O)NCC2CCCO2)S(C)(=O)=O)cc1Cl (stereo unspecified)
  -4 | . | -1 | . | . | 6 | . | -1
35	C=C1CCN(C(C)C(=O)O)S(=O)(=O)c2ccccc21 (stereo unspecified)
  5 | -5 | 0 | 2 | -9 | 9 | 3 | 13

# Next section:
37	CC1CN(C(=O)c2cc3ccccc3oc2=O)CC(C)O1 (stereo unspecified)
38	COc1ccccc1Cc1nc(-c2ccc(C)cc2)no1
39	Cc1ccc(CC2(O)CC(C)N(C)CC2C)c(C)c1 (stereo unspecified)
40	Cc1ccc(CNC(=O)CCCC(=O)c2ccccc2)cc1
41	CO[C@H]1CN(C)C(=O)c2cc(NC(=O)Nc3ccccc3)ccc2OC[C@H](C)N(C(C)=O)C[C@H]1C
42	CCOc1ccc(/C=N/NC(=O)c2c(-c3ccccc3)noc2C)cc1

entry no.	37	38	39	40	41	42
PglD inh	4	2	-12	-1	1	.
EWS-Fli inh	-3	.	.	6	1	18
PGC1a acetyl inh	4	2	20	-9	-12	.
ERAP1 inh	-1	.	.	1	5	-2
PAX8 inh HTS	.	-83	10	-22	.	1
FN deposit inh	.	-8	11	3	11	14
S100A4 MyoIIA	-5	.	.	-8	-6	-5
LGR2 antag	10	.	.	-12	4	-3

43	O=[N+]([O-])c1ccc2c(c1)C(O)n1nc(-c3ccccc3)nc1S2 (stereo unspecified)
44	CCCN1CCC(=NNc2ccc(S(=O)(=O)N(CC)CC)cc2[N+](=O)[O-])CC1
45	CCOC(=O)c1nc(C)sc1-c1ccnn1S(=O)(=O)c1ccc(C)cc1
46	COCCOC(=O)C1=C(C)N(c2ccccc2)C(=O)NC1c1cccc([N+](=O)[O-])c1 (stereo unspecified)

entry no.	43	44	45	46
PglD inh	1	.	13	.
EWS-Fli inh	-21	61*	18	2
PGC1a acetyl inh	8	-2	-1	.
ERAP1 inh	1	0	6	-1
PAX8 inh HTS	-10	35	-16	23
FN deposit inh	-2	.	1	-1
S100A4 MyoIIA	3	1	-5	-1
LGR2 antag	-29	-8	-5	-1
